CD40 NFkB inh = inhibitors of CD40-induced NF-kB signaling, primary screen, BL2 cells, luciferase reporter, single point. inhibition, % at 10 µM. 83,000 tested, 0.94% active. CD40L-induced, 4 h. AID 1053188, 2014;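 active means mean inhibition of at least 50% with a set share of replicates also reaching that level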;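 further: 0% = neutral control wells and 100% = IKK inhibitor VII at 50 µM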
Active calls of the source: *; [ ] = another dose, or the depositor's remark.

The opening 11 records as a preview:
For O=C(C[C@H]1C[C@H]2c3cc(NC(=O)NC4CCCC4)ccc3O[C@H]2[C@@H](CO)O1)NCc1ccccc1F the results were CD40 NFkB inh -10.8[25 µM].
Screening Cc1ccc(NC(=O)CC2SC3=NCCN3C2=O)cc1 (configuration not stated) returned CD40 NFkB inh -3.8.
Screening COc1ccc(S(=O)(=O)N(C)C[C@@H]2Oc3c(NC(=O)Nc4c(C)noc4C)cccc3C(=O)N([C@@H](C)CO)C[C@@H]2C)cc1 returned CD40 NFkB inh -6.9[25 µM].
CC(=O)NC(C)C(=O)OCC(=O)Nc1ccc(Br)cc1 (configuration not stated) was read as CD40 NFkB inh -2.1.
`CC(=O)NCCC(=O)NCc1ccc(F)cc1` gave CD40 NFkB inh 8.3.
For CC(NCC1(N2CCOCC2)CCCCC1)C(=O)N1CCc2ccccc21 (configuration not stated) the results were CD40 NFkB inh -8.0.
For CC(=O)Nc1ccc(NC(=O)Cn2c(CC(=O)N3CCCC3)nc3ccccc32)cc1 the results were CD40 NFkB inh 6.0.
COc1ccc(NC(=O)N(C)C[C@H]2OCCCC[C@H](C)Oc3ccc(NC(=O)Nc4ccccc4)cc3C(=O)N([C@H](C)CO)C[C@@H]2C)cc1 was read as CD40 NFkB inh 3.9.
For CN(C)CCCOc1ccc(Cl)cc1Br the results were CD40 NFkB inh 14.8.
`CCC(=O)N1[C@H](CO)[C@H](c2ccc(-c3ccccc3)cc2)[C@H]1CNC(=O)COC` gave CD40 NFkB inh 2.9.
`CCCC#Cc1cnc2c(c1)C(=O)N([C@@H](C)CO)C[C@H](C)[C@@H](CN(C)C(=O)Cc1ccncc1)O2` gave CD40 NFkB inh -4.2[25 µM].

All compounds of this part, from the start:
For O=C(C[C@H]1C[C@H]2c3cc(NC(=O)NC4CCCC4)ccc3O[C@H]2[C@@H](CO)O1)NCc1ccccc1F the results were CD40 NFkB inh -10.8[25 µM].
Screening Cc1ccc(NC(=O)CC2SC3=NCCN3C2=O)cc1 (configuration not stated) returned CD40 NFkB inh -3.8.
Screening COc1ccc(S(=O)(=O)N(C)C[C@@H]2Oc3c(NC(=O)Nc4c(C)noc4C)cccc3C(=O)N([C@@H](C)CO)C[C@@H]2C)cc1 returned CD40 NFkB inh -6.9[25 µM].
CC(=O)NC(C)C(=O)OCC(=O)Nc1ccc(Br)cc1 (configuration not stated) was read as CD40 NFkB inh -2.1.
`CC(=O)NCCC(=O)NCc1ccc(F)cc1` gave CD40 NFkB inh 8.3.
For CC(NCC1(N2CCOCC2)CCCCC1)C(=O)N1CCc2ccccc21 (configuration not stated) the results were CD40 NFkB inh -8.0.
For CC(=O)Nc1ccc(NC(=O)Cn2c(CC(=O)N3CCCC3)nc3ccccc32)cc1 the results were CD40 NFkB inh 6.0.
COc1ccc(NC(=O)N(C)C[C@H]2OCCCC[C@H](C)Oc3ccc(NC(=O)Nc4ccccc4)cc3C(=O)N([C@H](C)CO)C[C@@H]2C)cc1 was read as CD40 NFkB inh 3.9.
For CN(C)CCCOc1ccc(Cl)cc1Br the results were CD40 NFkB inh 14.8.
`CCC(=O)N1[C@H](CO)[C@H](c2ccc(-c3ccccc3)cc2)[C@H]1CNC(=O)COC` gave CD40 NFkB inh 2.9.
`CCCC#Cc1cnc2c(c1)C(=O)N([C@@H](C)CO)C[C@H](C)[C@@H](CN(C)C(=O)Cc1ccncc1)O2` gave CD40 NFkB inh -4.2[25 µM].
`CC1CCCN(S(=O)(=O)c2ccc(C(=O)Nc3nnc(-c4ccncc4)o3)cc2)C1` (configuration not stated) gave CD40 NFkB inh 6.7.
For O=C(N[C@H](C(=O)O)c1ccccc1)C1CCC(Cn2cnc3ccccc3c2=O)CC1 (some centres not stated) the results were CD40 NFkB inh 4.9.
`CC(NC(=O)CCC1COc2ccccc2O1)c1ccccc1` (configuration not stated) gave CD40 NFkB inh -8.6.
Screening Cn1nnc(NCc2cc(Br)ccc2OCc2cccs2)n1 returned CD40 NFkB inh -5.6.
Screening COCCNC(=O)C1CCCN(C(=O)c2cc(C)n(C(C)(C)C)n2)CC1 (configuration not stated) returned CD40 NFkB inh 5.7.
Screening C[C@@H]1CN([C@H](C)CO)C(=O)CCCn2nncc2CO[C@H]1CN(C)C(=O)Nc1ccc(C(C)(C)C)cc1 returned CD40 NFkB inh -9.8.
For N#Cc1ccc(S(=O)(=O)Nc2ccc3ccccc3n2)cc1 the results were CD40 NFkB inh 0.7.
`O=C(C[C@H]1CC[C@H](NC(=O)C2CC2)[C@@H](CO)O1)Nc1ccccc1` gave CD40 NFkB inh 7.5[25 µM].
COc1ccc(C2(C)NC(=O)N(CC(=O)Nc3ccc4[nH]c(=O)[nH]c4c3)C2=O)cc1 (configuration not stated) was read as CD40 NFkB inh 2.7.
`CS(=O)(=O)N1CC(=O)N2[C@@H](CO)[C@H](c3ccc(C#CCC4CCCC4)cc3)[C@@H]2C1` gave CD40 NFkB inh 6.3[25 µM].
`O=S(=O)(c1ccccc1)N1CCCCN2[C@H](C1)[C@@H](c1ccc(C#CC3CCCC3)cc1)[C@@H]2CO` gave CD40 NFkB inh -2.2[25 µM].
CC(C)(C)n1nc2c(c1NC(=O)COc1ccc3ccccc3c1)CS(=O)C2 (configuration not stated) was read as CD40 NFkB inh 7.5.
`CCN(Cc1ccccc1)S(=O)(=O)c1cc(C(=O)c2c(N)n(C)c(=O)n(C)c2=O)ccc1OC` gave CD40 NFkB inh 5.3.
Screening NC(=O)c1ccsc1NC(=O)CSc1nnc(Nc2ccccc2)s1 returned CD40 NFkB inh -6.4.
For O=C(CSc1nc(C(F)(F)F)cc(=O)[nH]1)N1CCCC1 the results were CD40 NFkB inh 5.2.
For COc1ccccc1NC(=O)COC(=O)c1cc(C)nc2ccccc12 the results were CD40 NFkB inh 3.0.
`c1ccc(-n2nnnc2Oc2cccc3cccnc23)cc1` gave CD40 NFkB inh -15.7.
For O=C(Nc1nnc(-c2ccco2)o1)c1cccc2ccccc12 the results were CD40 NFkB inh 6.4.
`COc1ccccc1-c1ccc([C@@H]2[C@H]3CN(C(=O)NC4CCCC4)CCCCN3[C@H]2CO)cc1` gave CD40 NFkB inh -0.3[25 µM].
O=C(Cn1cccc1C(=O)c1ccccc1)NCc1ccc(Cl)cc1 was read as CD40 NFkB inh 16.8.
CC(=O)N1CCN(C(=O)c2ccc(-n3c(C)ccc3C)cc2)CC1 was read as CD40 NFkB inh 19.7.
Screening C[C@@H]1CCCCO[C@@H](CN(C)S(C)(=O)=O)[C@H](C)CN([C@@H](C)CO)C(=O)c2cc(NC(=O)NC3CCCCC3)ccc2O1 returned CD40 NFkB inh -0.4[25 µM].
For N#C[C@H]1[C@H](c2ccccc2C2=CCCCC2)[C@H](CO)N1S(=O)(=O)c1cccc(F)c1 the results were CD40 NFkB inh 15.2.
For CCCCn1c(N)c(N(CC(C)C)C(=O)CSCC(=O)Nc2cccc(C)c2)c(=O)[nH]c1=O the results were CD40 NFkB inh -2.3.
Screening CCOC(=O)c1c(N)sc2c1CCC(C)C2 (configuration not stated) returned CD40 NFkB inh -0.8.
`CCCS(=O)(=O)Nc1c(C(=O)O)[nH]c2ccccc12` gave CD40 NFkB inh 4.5.
Cc1cc(C(=O)COC(=O)c2ccccc2O)c(C)n1Cc1cccs1 was read as CD40 NFkB inh 108.1*.
For O=C1Nc2ccccc2/C1=N/N=C/c1ccc(-c2ccc([N+](=O)[O-])cc2)o1 the results were CD40 NFkB inh 7.7.
Screening COc1ccc(S(=O)(=O)N2CCCC(C(=O)NCc3ccncc3)C2)cc1 (configuration not stated) returned CD40 NFkB inh 12.2.
For O=S(=O)(Cc1ccccc1)NCc1cccnc1 the results were CD40 NFkB inh 6.9.
Screening C[C@@H]1CN([C@@H](C)CO)C(=O)c2c(c3ccccc3n2C)-c2ccccc2CO[C@H]1CN(C)Cc1cccnc1 returned CD40 NFkB inh 3.0[25 µM].
Cc1nn(-c2ccccc2)c2sc(C(=O)N3CCc4ccccc4C3)cc12 was read as CD40 NFkB inh 8.4.
`COc1ccc(C(=O)OCC(=O)NC2CCCCCC2)c(OC)c1` gave CD40 NFkB inh -29.9.
Screening Cc1noc(C)c1COc1ccc(C(=O)N2CCN(S(=O)(=O)c3ccccc3)CC2)cc1 returned CD40 NFkB inh 3.7.
Screening O=C(COC(=O)c1cc(S(=O)(=O)N2CCCCC2)ccc1Cl)NCc1ccco1 returned CD40 NFkB inh 2.4.
CCOC(=O)C1C(=O)NC(N2CCN(c3ccccc3)CC2)=NC1c1ccccc1 (configuration not stated) was read as CD40 NFkB inh 5.9.
`c1cc(C2CCN(Cc3nc(-c4ccc5c(c4)OCO5)no3)CC2)ccn1` gave CD40 NFkB inh 3.3.
Cc1ccc(-c2nn3c(C)nnc3c3ccccc23)cc1S(=O)(=O)NCc1ccco1 was read as CD40 NFkB inh 31.9.
For CN(c1ccc(C(=O)NCc2ccccc2)cc1)S(C)(=O)=O the results were CD40 NFkB inh -4.3.
Screening O=S(=O)(c1ccc(Cl)s1)N1CCN(c2ncccn2)CC1 returned CD40 NFkB inh -6.0.
Screening COc1ccc(NC(=O)N2C[C@@H]3[C@H](c4ccccc42)[C@@H](CO)N3C(=O)C2CCCC2)cc1 returned CD40 NFkB inh -1.3.
For COc1ccc(C[C@@H]2CCc3cnnn3COC[C@H](CC(C)C)NC2=O)cc1 the results were CD40 NFkB inh 8.7[25 µM].
Screening CCN(CC)S(=O)(=O)N1CCC(C(=O)NC(C)CCc2ccccc2)CC1 (configuration not stated) returned CD40 NFkB inh 5.7.
`CCOc1ccc(OCCC(=O)NNC(=O)c2ccccc2Cl)cc1` gave CD40 NFkB inh -5.9.
Screening COc1cccc(S(=O)(=O)N2CC[C@@H]3[C@@H](CO)Nc4ccc(C#Cc5cccnc5)cc4[C@@H]32)c1 returned CD40 NFkB inh -10.8[25 µM].
`O=C(COC(=O)c1cccc(S(=O)(=O)N2CCOCC2)c1)c1ccccc1` gave CD40 NFkB inh -5.3.
CCOC(=O)c1c(-c2ccccc2)csc1NC(=O)C(C)NCc1ccco1 (configuration not stated) was read as CD40 NFkB inh 15.7.
Screening Cc1ccc2c(c1)N(C(=O)CCC(=O)N1CCOCC1)CCO2 returned CD40 NFkB inh 9.6.
Screening C[C@H]1CN([C@@H](C)CO)C(=O)c2cc(NC(=O)Cc3ccccc3)ccc2O[C@@H]1CN(C)Cc1ccc(Oc2ccccc2)cc1 returned CD40 NFkB inh 5.5.
O=C(O)CNS(=O)(=O)c1c(Cl)cccc1Cl was read as CD40 NFkB inh 2.8.
For COC(=O)c1ccc(S(=O)(=O)NCc2ccccc2)n1C the results were CD40 NFkB inh -2.1.
For COc1ccc(C)cc1NC(=O)C(c1ccccc1)N1CCN(CC(=O)N2CCOCC2)CC1 (configuration not stated) the results were CD40 NFkB inh 6.6.
`CCC1(CC)NC(=O)N(CC(=O)OCC(=O)Nc2ncc(Cl)cc2Cl)C1=O` gave CD40 NFkB inh 0.9.
O=C(c1ccc(F)cc1)N1CC[C@@H]2[C@H](CO)Nc3ccc(C#Cc4ccccc4F)cc3[C@@H]21 was read as CD40 NFkB inh -30.9[25 µM].
`CCC(=O)N1CC2(C)CN(C(=O)CC)CC(C)(C1)C2` gave CD40 NFkB inh 8.0.
Screening O=S(=O)(c1ccccc1)N1CCCCN2[C@@H](CO)[C@@H](c3ccc(-c4ccccc4F)cc3)[C@@H]2C1 returned CD40 NFkB inh 5.8.
For CC(C)c1nnc(NC(=O)CCC(=O)Nc2ccccc2)s1 the results were CD40 NFkB inh 3.3.
Screening CCC(=O)NCCN1CCN(C(=O)CC)CC1 returned CD40 NFkB inh 6.2.
`CC1(c2ccccc2)NC(=O)N(CC(=O)Nc2cc3c(cc2Br)OCCO3)C1=O` (configuration not stated) gave CD40 NFkB inh 18.8.
Screening COC(=O)c1ccc(COC(=O)CNC(=O)c2ccc(-c3ccccc3)cc2)cc1 returned CD40 NFkB inh -10.2.
CN1c2ccc(-c3cccc(C#N)c3)cc2[C@@H]2[C@@H](CCN2C(=O)NC2CCCCC2)[C@@H]1CO was read as CD40 NFkB inh 6.8.
O=C(CCc1ccccc1)Nc1nnc(-c2cccs2)o1 was read as CD40 NFkB inh -9.1.
CCOC(=O)C1(Cc2ccccc2)CCN(Cc2cccn2-c2cccnc2)CC1 was read as CD40 NFkB inh 8.7.
For c1ccc(-n2nnnc2CN2CCOCC2)cc1 the results were CD40 NFkB inh 15.9.
Cc1cc(C)n(CC(O)Cn2c(C)c(C)c3ccccc32)n1 (configuration not stated) was read as CD40 NFkB inh 2.9.
Screening O=C(COC(=O)c1ccncc1)NCc1ccccc1 returned CD40 NFkB inh 15.5.
For CN1C(=O)c2cc(NC(=O)Nc3ccc(Cl)cc3)ccc2OC[C@@H]2O[C@@H](CC(=O)NCCN3CCCCC3)CC[C@@H]21 the results were CD40 NFkB inh -11.9[25 µM].
`CCCNC(=O)Nc1ccsc1C(=O)OC` gave CD40 NFkB inh 6.3.
`O=C(c1cc(-c2cccc(O)c2)on1)N1CCc2ccccc2C1` gave CD40 NFkB inh -9.0.
COc1ccc(N2CCN(c3cc(C)nc4ccc(OC)cc34)CC2)cc1 was read as CD40 NFkB inh -0.2.
Screening CCOc1ccc(NC(=O)CSc2nccn(-c3ccc4c(c3)OCCO4)c2=O)cc1 returned CD40 NFkB inh -9.7.
Screening O=C(O)CCCCCNC(=O)c1cccc(Br)c1 returned CD40 NFkB inh 5.8.
CCN1CC(=O)N2[C@@H](CO)[C@@H](c3ccc(Br)cc3)[C@@H]2C1 was read as CD40 NFkB inh -17.4[25 µM].
O=C(OCC(=O)N1c2ccccc2Sc2ccccc21)c1cccnc1 was read as CD40 NFkB inh 1.5.
CN(C)CCN=Cc1c(O)n(Cc2ccc3c(c2)OCO3)c(=O)c2ccccc12 was read as CD40 NFkB inh 3.3.
Screening Cc1nc(CNC(=O)c2ccccc2OC2CCN(S(C)(=O)=O)CC2)cs1 returned CD40 NFkB inh 3.5.
O=C(Cc1ccc(F)cc1)OCC(=O)c1cc2ccccc2o1 was read as CD40 NFkB inh 10.9.
CC1CC(C)CN(CC(O)COc2ccc3c(c2)CCC3)C1 (configuration not stated) was read as CD40 NFkB inh 11.0.
For CN1CCN(c2oc(COc3ccc(-c4ccccc4)cc3)nc2C#N)CC1 the results were CD40 NFkB inh -13.0.
Screening CN(C)C(=O)Nc1ccccc1 returned CD40 NFkB inh -4.5.
`CCOc1ccc(NC(=O)c2ccccc2NC(=O)CNC2CCCC(C)C2C)cc1` (configuration not stated) gave CD40 NFkB inh -5.6.
For c1nnc2c3c4c(sc3ncn12)CCC4 the results were CD40 NFkB inh 7.2.

Compound activity (PubChem BioAssay)

Not all compounds are listed; rates above refer to the full screens.
